NADH enzymes: inhibitors of PK/LDH coupling enzymes, profiling panel, artefact control, biochemical, MLSMR library; coupled PK/LDH NADH assays, four targets; IC50, µM (doses to about 10 µM), without a hit: at the top dose inhibition; hit rate 0.02% among 65,000; AID 774, 2007;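 active means single-dose screening hits from any of four coupled enzyme assays that gave an IC50 when retested across doses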;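 further: the DPM-DC format reads NADH fluorescence rather than 340 nm absorbance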
MMP-13 inhibitor: human MMP13 inhibitors, primary screen, biochemical, FRET peptide cleavage; inhibition, % at 4 µM; MMP-13 fTHP FRET cleavage, Mca fluorescence; hit rate 0.07% among 65,000;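 active means inhibition above the mean of compound-free control plate wells plus 3 SD, cut at about 14% in these data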;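 further: 0% = DMSO wells and 100% = wells with reference MMP-13 inhibitor after basal subtraction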
5HT1a ag: human 5-HT1a receptor agonists, primary screen, cell-based, CHO, Ga15 NFAT-bla reporter | 5-hydroxytryptamine receptor 1A (Homo sapiens), P08908 | CHO 5-HT1a Ga15 NFAT-bla reporter, FRET ratio; 0% basal, 100% maximal reference agonist | activation, % at 10 µM | hit rate 0.56% among 65,000 | AID 567, 2006;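 active means activation above the screen-wide mean activation plus 3 SD, cut at about 19% in these data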;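 further: 0% = DMSO wells and 100% = 5-CT at EC100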
Target sequence (P08908 whole entry, looked up): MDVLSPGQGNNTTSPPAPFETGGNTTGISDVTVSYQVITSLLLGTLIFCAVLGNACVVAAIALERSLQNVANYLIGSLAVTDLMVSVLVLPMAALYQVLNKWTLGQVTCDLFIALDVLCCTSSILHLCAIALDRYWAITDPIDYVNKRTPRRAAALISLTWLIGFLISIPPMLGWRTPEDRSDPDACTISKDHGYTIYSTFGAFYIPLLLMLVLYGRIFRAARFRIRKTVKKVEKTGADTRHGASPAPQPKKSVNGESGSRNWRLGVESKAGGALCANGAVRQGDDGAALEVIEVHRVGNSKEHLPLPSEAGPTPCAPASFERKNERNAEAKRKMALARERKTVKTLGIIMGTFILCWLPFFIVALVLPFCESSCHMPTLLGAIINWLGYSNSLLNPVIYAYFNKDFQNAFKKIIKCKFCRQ
RORA act: activators of orphan receptor RORA, primary screen, cell-based, luminescence | AID 560, 2006 | activation, % at 10 µM | CHO-K1 Gal4-RORA LBD luciferase reporter; percent increase over mock-subtracted basal signal | hit rate 1.5% among 65,000 | Nuclear receptor ROR-alpha (Homo sapiens), P35398;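 active means activation above the mean of all tested compounds plus 3 SD, cut at about 49% in these data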;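 further: 0% = DMSO-treated RORA cells and 100% = added signal equal to DMSO minus mock-transfected cells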
Target sequence (P35398 whole entry, looked up, the tested form may be a part): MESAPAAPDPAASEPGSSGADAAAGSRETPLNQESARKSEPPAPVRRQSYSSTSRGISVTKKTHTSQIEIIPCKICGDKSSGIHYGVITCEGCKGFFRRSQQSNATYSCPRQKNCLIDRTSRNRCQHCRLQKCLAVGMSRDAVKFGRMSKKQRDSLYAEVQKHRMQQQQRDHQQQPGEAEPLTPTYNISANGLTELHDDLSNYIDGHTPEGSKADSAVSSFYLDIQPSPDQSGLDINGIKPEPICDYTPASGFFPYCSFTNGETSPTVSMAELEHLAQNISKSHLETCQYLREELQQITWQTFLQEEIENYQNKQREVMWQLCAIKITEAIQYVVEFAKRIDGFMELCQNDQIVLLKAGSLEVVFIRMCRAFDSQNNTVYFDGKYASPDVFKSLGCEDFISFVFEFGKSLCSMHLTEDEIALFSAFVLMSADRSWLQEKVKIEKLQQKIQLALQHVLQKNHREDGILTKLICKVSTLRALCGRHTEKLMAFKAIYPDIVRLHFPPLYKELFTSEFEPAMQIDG
TNAP act DEA: human TNAP enzyme activators, primary screen, biochemical, luminescent, intermediate phosphate acceptor level. purified TNAP, CDP-star luminescence, 100 mM DEA, 30 min; hits give high values; scale: 0 levamisole-inhibited, 1 vehicle-only enzyme. activation factor at 20 µM. 64,000 tested, under 10 active. AID 813, 2007;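 active means activation factor of at least 2 at 20 µM, relative to controls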
5HT1a antag: human 5-HT1a receptor antagonists, primary screen, cell-based, CHO, Ga15 NFAT-bla reporter. hit rate 0.68% among 62,000. CHO 5-HT1a Ga15 NFAT-bla reporter, antagonist mode. inhibition, % at 10 µM. AID 612, 2007. 5-hydroxytryptamine receptor 1A (Homo sapiens), P08908;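 active means inhibition above the mean of all tested compounds plus 3 SD, cut at about 43% in these data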;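 further: receptor stimulated by 5-CT agonist at 100 nM near EC80; beta-lactamase reporter measured by ratiometric fluorescence of a cleavable substrate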
Fluor 339 460: intrinsic fluorescence of library compounds, ex339/em460 – biochemical, MLSMR library, data from DPM-DC assay, artefact control, profiling panel; fluorescence fold increase at 10 µM; compound autofluorescence, ex339/em460 nm, NADH buffer; hits give high values; 1 = no-compound wells, NADH background; AID 709, 2007; hit rate 5.5% among 65,000;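 active means at 10 µM, mean starting fluorescence two-fold or more over control wells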;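 further: signal is the first read of a kinetic run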
SF-1 act: activators of human SF-1, primary screen, cell-based, CHO-K1, Gal4-SF-1 LBD, luciferase luminescence; Steroidogenic factor 1 (Homo sapiens), Q13285; CHO-K1 Gal4-SF-1 LBD luciferase reporter; % increase over DMSO SF-1-specific signal; activation, % at 10 µM; hit rate 1.9% among 65,000; AID 522, 2006;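 active means activation above the mean activation of all tested compounds plus 3 SD, cut at about 50% in these data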
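Material: CHO-K1 cells with Gal4–hSF-1 LBD chimera plus Gal4-driven luciferase / Input: 4,000 CHO-K1 cells per well / Incubation: compound exposure 20 h at 37 °C / Signal: luminescence read 15 min after SteadyLite luciferase reagent, after room-temperature equilibration / Read-out: percent activation versus DMSO / Benchmarks: DMSO negative control and −SF1 background wells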
A340 absorber: compound light absorbance at 340 nm, profiling panel, artefact control, biochemical, MLSMR library, data from PS, PMK, MK assays | compound absorbance at 340 nm, fold over control | fold change at 10 µM | 65,000 tested, under 10 active | AID 708, 2007;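 active means at 10 µM dose, initial 340 nm absorbance at least 2 fold that of control wells; inactive means change under 2 fold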;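 further: initial absorbance extrapolated from kinetic A340 decline of NADH oxidation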
Numbers without * were called inactive; . = no result given; [ ] = remark or other dose. Not a hit list; 8.9% or so of the library scored in one or more.

SMILES | NADH enzymes | MMP-13 inhibitor | 5HT1a ag | RORA act | TNAP act DEA | 5HT1a antag | Fluor 339 460 | SF-1 act | A340 absorber
Cc1ccccc1Cc1c(C)nc2c(C(=O)N3CCN(Cc4ccc5c(c4)OCO5)CC3)cnn2c1C | 8.0% | -8.2 | 1.1 | -17.5 | 0.9 | 7.8 | 2.26* | -9.8 | 1
COCCNC(=O)C(c1ccco1)N(C(=O)Cn1nnc2ccccc21)c1cccc(C)c1C (configuration not stated) | 5.0% | 0.5 | -3.0 | 4.8 | 0.9 | -11.8 | 1.04 | -4.6 | 0.99
C=C(C)Cn1c(CCCNC(=O)CCC)nc2ccccc21 | 3.0% | -0.5 | -5.0 | -7.5 | 1 | 11.0 | 1.09 | 5.7 | 1.03
CCOC(=O)N1CCN(C(=O)C2CCCN(S(C)(=O)=O)C2)CC1 (configuration not stated) | 8.0% | 2.7 | -2.9 | 2.7 | 0.9 | -1.7 | 1.03 | 5.4 | 1.01
COc1cccc(C2=NOC(C(=O)NCc3ccco3)C2)c1 (configuration not stated) | 1.0% | 2.7 | -0.1 | 46.5 | 1 | 13.9 | 1.14 | 13.4 | 1.04
C=CCN1C(=O)C(O)(CC(=O)c2ccc(OC)cc2OC)c2cc(Br)ccc21 (configuration not stated) | 2.0% | -0.6 | 0.1 | -14.8 | 0.9 | 13.9 | 1.09 | 10.6 | 1.08
COc1ccc(Nc2nc(N)nc(CSc3n[nH]c(-c4ccccc4)n3)n2)cc1 | 7.0% | -8.7 | 0.5 | -0.5 | 0.5 | 2.5 | 1.05 | 9.9 | 0.98
CCOC(=O)CSc1nnc(-c2ccco2)n1C | 8.0% | -23.6 | -1.5 | 24.4 | 0.9 | 7.3 | 1.04 | -11.6 | 0.97
O=C(CSc1nnc(COc2ccc(F)cc2)o1)N1c2ccccc2CCc2ccccc21 | 2.0% | 2.5 | -4.4 | 18.3 | 1 | 39.7 | 1.06 | -12.4 | 0.99
O=C1SC(SCc2ccccc2)=N/C1=C\c1ccco1 | 3.0% | 7.3 | -2.8 | -25.5 | 0.8 | 2.3 | 1.2 | 0.3 | 1.03
c1ccc(Cn2nnc3c(N4CCc5ccccc5C4)ncnc32)cc1 | 5.0% | -7.7 | 95.5* | 7.3 | 0.9 | -6.9 | 1.09 | 4.4 | 0.97
CC(=O)N1CCc2cc(S(=O)(=O)NCCC(=O)N3CCN(Cc4ccccc4)CC3)ccc21 | 3.0% | -2.5 | 1.3 | 2.2 | 1 | -2.3 | 1.08 | 4.9 | 1
Cc1ccc2c(c1)nnn2C1CCN(S(=O)(=O)c2cccc(S(=O)(=O)N(C)C)c2)CC1 | 2.0% | -1.1 | 1.3 | -11.8 | 0.9 | 9.8 | 1.08 | -11.3 | 1.01
COc1ccc(NC(=O)C23CCC(C2)C(C)(C)C3=O)cc1 (configuration not stated) | 1.0% | 3.5 | -1.4 | 10.7 | 1 | 6.9 | 1.07 | 12.2 | 1.05
O=C1c2ccccc2C(=O)N1CCCn1nnc(-c2ccc(N3CCOCC3)cc2)n1 | 2.0% | 2.4 | 2.7 | 12.2 | 0.9 | -10.4 | 1.02 | 3.0 | 0.99
COc1ccc(NC(=O)N(CCCN(C)C)Cc2cc3cc(OC)ccc3[nH]c2=O)cc1 | 8.0% | -9.3 | -1.8 | -24.4 | 0.9 | -0.8 | 1.77 | 0.1 | 1.07
C=CCc1ccccc1OCC(O)CNC(C)C (configuration not stated) | 3.0% | 0.1 | -2.8 | -8.6 | 0.9 | . | 1.07 | 3.7 | 0.99
CCCCN(C)C(=O)c1ccc(CS(=O)(=O)c2ccccc2C)o1 | 3.0% | -2.9 | 3.6 | -11.2 | 0.9 | -13.2 | 1.03 | -2.3 | 0.96
O=C(Cn1c(CC(=O)N2CCOCC2)nc2ccccc21)Nc1ccc2c(c1)OC(F)(F)O2 | 6.0% | 2.5 | -0.7 | 8.2 | 0.8 | -17.1 | 0.99 | 0.3 | 1
CC(=O)Nc1cccc(N2CCCC2=O)c1 | 7.0% | 2.5 | -1.2 | 6.3 | 0.9 | -6.6 | 1.13 | -8.9 | 1.03
Cc1cc(C)nc(SCC(=O)Nc2ccc(N3CCOCC3)cc2)n1 | 5.0% | -4.0 | -2.6 | -8.6 | 1.1 | -9.8 | 1.11 | 0.3 | 1.02
CC1=C(C(=O)OCCOC(C)C)C(c2cccnc2)C2=C(CCCC2=O)N1 (configuration not stated) | 2.0%[fluoresces] | -23.2 | 0.6 | 14.7 | 0.9 | 1.8 | 2.21* | 22.7 | 1.08
CCOC(=O)c1[nH]c(C)c(C(=O)Nc2ccc(C)c(F)c2)c1C | 6.0% | -0.2 | -5.6 | 41.6 | 1 | 17.1 | 1.09 | 34.1 | 0.96
COc1cccc(-c2cc(C(=O)Nc3c(C)nn(Cc4ccccc4C)c3C)no2)c1 | 5.0% | -1.3 | -0.1 | 4.0 | 0.9 | -3.5 | 1.09 | 14.4 | 1
Cc1ccc(C(=O)c2ccccc2C(=O)O)c(O)c1 | 7.0% | -5.1 | -0.4 | -17.9 | 0.9 | -6.3 | 0.99 | -5.3 | 1.06
O=C1c2ccccc2C(=O)N1CCn1nc(Cl)nc1Cl | 6.0% | -2.9 | -0.6 | -8.8 | 0.9 | -0.9 | 1.1 | -27.1 | 1.01
CCCCn1c(SCC(=O)c2ccc(OC)cc2OC)nc2cc(S(N)(=O)=O)ccc21 | 14.0% | 1.2 | 3.9 | -7.5 | 0.9 | 8.1 | 2.53* | 1.9 | 1.05
COc1ccc(N2CSC3=C(C#N)C(c4cccs4)CC(=O)N3C2)cc1 (configuration not stated) | 9.0% | 2.5 | -2.7 | -4.8 | 0.9 | 6.0 | 1.06 | 18.7 | 1.1
Cc1cccc(NC(=O)c2cc(S(=O)(=O)NCc3ccco3)ccc2F)c1C | 7.0% | -1.1 | -1.0 | -27.7 | 0.8 | -9.2 | 1.01 | -6.1 | 1.02
CCOC(=O)c1ccccc1NC(=O)N1CCn2c(C)ccc2C1CC (configuration not stated) | 5.0% | -104.6 | -1.8 | 13.9 | 1 | -7.3 | 1.9 | 7.0 | 1.02
CCOC(=O)N1CCN(C(=O)C2CC(c3ccc(F)cc3)=NO2)CC1 (configuration not stated) | 2.0% | 6.4 | -7.0 | -19.2 | 1 | -7.6 | 1.05 | -7.2 | 1.02
Cc1cc2occ(CC(=O)NC3=NCCS3)c2cc1C(C)C | 3.0% | -5.7 | -1.6 | -22.7 | 1 | -2.1 | 1.1 | -3.1 | 1
COc1ccc(-c2nc(N3CCCC3)nc3nn4c(C)cc(C)nc4c23)cc1 | 10.0% | -27.8 | 0.1 | 16.0 | 0.9 | -6.9 | 2.18* | 9.8 | 1.04
COc1ccc(Cl)cc1NC(=O)c1c(-c2ccccc2)noc1C | 1.0% | 3.7 | -1.3 | -15.9 | 0.8 | 19.9 | 1.21 | -16.9 | 1.03
COc1cccc(C2/C(=C(/O)c3ccncc3)C(=O)C(=O)N2CCCN(C)C)c1 (configuration not stated) | 13.0% | -2.9 | -2.6 | -16.9 | 0.9 | -3.7 | 0.91 | -5.4 | 1.05
O=C1NC(=O)c2cc(NC(=O)C3CCCCC3)ccc21 | 4.0%[fluoresces] | -95.8[fluorescence artefact?] | -1.2 | -15.5 | 0.9 | -8.2 | 3.62* | 3.9 | 1.08
CCOc1ccc(N(CC(=O)Nc2nccs2)S(=O)(=O)c2c(C)noc2C)cc1 | 9.0% | 2.6 | -2.9 | 23.7 | 0.9 | 5.6 | 1.03 | 10.8 | 1
CC1Cc2ccccc2N1C(=O)c1cnsn1 (configuration not stated) | 1.0% | -0.9 | -1.7 | 25.3 | 0.8 | -2.2 | 1 | -8.6 | 1
CC(=O)c1ccc(OCC(O)CN2CCC(C)CC2)cc1 (configuration not stated) | 3.0% | 2.7 | -0.1 | 8.1 | 1 | -18.2 | 1.07 | 15.4 | 1.03
CCOC(=O)c1c(NC(=O)CSc2nnnn2CC)sc(C)c1C | 1.0% | 2.3 | 2.0 | 5.6 | 1 | 0.2 | 1.1 | 30.2 | 1.05
CCCCCOC(=O)Cc1c(O)c2ccccc2n(C)c1=O | 4.0% | -36.1 | 3.3 | -34.1 | 0.9 | 2.4 | 1.33 | -11.1 | 1.05
c1ccc2c3nnc4n(c-3nc2c1)CCCS4 | 7.0% | 1.1 | -2.9 | -14.3 | 0.7 | 18.9 | 1.04 | 5.5 | 1.01
CCn1cc(C(=O)NCc2ccccc2OC)c(=O)c2cc(S(=O)(=O)N(C)C)ccc21 | 4.0% | 5.5 | 0.8 | -7.3 | 0.9 | -8.9 | 1 | -7.2 | 1.01
NC(=O)COc1ccc(C2c3c(oc4ccccc4c3=O)C(=O)N2CC2CCCO2)cc1 (configuration not stated) | 5.0% | 1.5 | -0.6 | 0.2 | 0.9 | -9.4 | 1.08 | -4.6 | 1.04
Cc1ccc(-c2nnc3sc(CCc4ccccc4)nn23)cc1 | 3.0% | 3.7 | 0.3 | 23.1 | 0.9 | -3.9 | 1.09 | -0.3 | 1.06
N#Cc1ccccc1NC(=O)Nc1cccs1 | 8.0% | -2.3 | -1.4 | -15.4 | 0.9 | -4.0 | 1.24 | -15.1 | 1.01
Cc1oc(-c2ccccc2F)nc1CN1CCC(C(=O)NCc2ccco2)CC1 | 3.0% | -4.5 | -0.3 | -17.9 | 1 | 5.5 | 1.08 | 0.5 | 1.08
Cc1cccn2c(=O)c3cc(C(=O)N4c5ccccc5CC4C)n(C)c3nc12 (configuration not stated) | 7.0% | 0.0 | -1.3 | 34.4 | 1.1 | 0.7 | 1.9 | 9.2 | 1.03
Cc1csc2nc(CSc3nncn3-c3ccccc3)c(Br)n12 | 7.0% | -1.6 | -0.4 | -2.0 | 0.9 | -0.6 | 1.05 | 21.3 | 0.98
CCn1c(CNC(=O)COc2c(C)cccc2C)nnc1SCC(=O)Nc1nccs1 | 5.0% | 1.6 | 0.6 | -10.5 | 0.9 | -12.8 | 1.11 | 1.3 | 1.07
